Screens deposited in PubChem by The Scripps Research Institute Molecular Screening Center.
SIAE primary = human SIAE inhibitors, primary screen, biochemical, fluorescence polarization, FP-Rh probe, 1536-well HTS | inhibition, % at 9.66 µM | SIAE FP-Rh probe binding | hit rate 0.69% among 370,000 | AID 1053197, 2014;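 active = inhibition above a cutoff: mean of compounds within the control limits plus 3 SD of those, cut at about 17% in these data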;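 note: 0% = plate median of compound wells and 100% = probe without SIAE protein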
Target sequence (Q9HAT2 whole entry, looked up): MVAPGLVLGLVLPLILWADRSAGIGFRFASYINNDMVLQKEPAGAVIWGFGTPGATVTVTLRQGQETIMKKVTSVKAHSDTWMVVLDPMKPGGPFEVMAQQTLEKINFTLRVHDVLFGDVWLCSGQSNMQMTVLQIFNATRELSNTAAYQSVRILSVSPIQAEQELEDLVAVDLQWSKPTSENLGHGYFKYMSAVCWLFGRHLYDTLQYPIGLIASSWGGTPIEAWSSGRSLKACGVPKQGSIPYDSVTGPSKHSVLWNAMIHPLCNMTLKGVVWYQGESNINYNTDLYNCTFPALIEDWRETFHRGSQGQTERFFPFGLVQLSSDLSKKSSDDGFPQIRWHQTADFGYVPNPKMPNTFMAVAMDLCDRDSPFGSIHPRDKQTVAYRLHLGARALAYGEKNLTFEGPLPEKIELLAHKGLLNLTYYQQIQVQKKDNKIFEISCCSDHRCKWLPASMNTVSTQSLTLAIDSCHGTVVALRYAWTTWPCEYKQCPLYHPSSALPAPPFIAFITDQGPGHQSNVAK
PRMT1 inh = PRMT1 methyltransferase inhibitors, primary screen, biochemical, fluorescence polarization; inhibition, % at 2.79 µM; hit rate 1.3% among 370,000; recombinant PRMT1, activity-based probe fluorescence polarization; Protein arginine N-methyltransferase 1 (Homo sapiens), Q99873;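 active = inhibition above about 21% made by adding two undisclosed values, limit read from the data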
Target sequence (Q99873 whole entry, looked up): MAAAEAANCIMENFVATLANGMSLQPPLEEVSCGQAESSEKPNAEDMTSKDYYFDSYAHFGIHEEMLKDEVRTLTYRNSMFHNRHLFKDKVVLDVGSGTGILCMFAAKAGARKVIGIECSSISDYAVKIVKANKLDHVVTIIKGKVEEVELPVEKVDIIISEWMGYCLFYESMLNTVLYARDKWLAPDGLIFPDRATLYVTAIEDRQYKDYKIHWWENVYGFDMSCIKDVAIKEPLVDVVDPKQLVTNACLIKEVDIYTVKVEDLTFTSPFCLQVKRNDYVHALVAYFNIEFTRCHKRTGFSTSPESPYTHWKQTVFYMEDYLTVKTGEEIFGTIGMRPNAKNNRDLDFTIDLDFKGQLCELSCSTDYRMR
TDP2 absorb = human TDP2 enzyme inhibitors, primary screen, biochemical, epi absorbance, recombinant enzyme | inhibition, % at 12.8 µM | T5PNP hydrolysis, p-nitrophenol absorbance 415 nm | hit rate 0.34% among 370,000 | AID 720702, 2013;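 active = inhibition above the mean of all tested compounds plus 3 SD, set per campaign, cut at about 25% in these data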;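 note: 0% = DMSO with enzyme and 100% = buffer with substrate but no TDP2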
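test system = human TDP2 enzyme | input = TDP2 enzyme at 120 nM final | medium = 50 mM Tris-HCl pH 7.5 with Mg2+, KCl, DTT, BSA | also added = T5PNP substrate, 5 mM | times = 2 h at 37 °C | technique = epi absorbance | benchmarks = high control without enzyme, low control DMSO plus TDP2 | replication = each compound tested once, singlicate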
DDE Tn7 FP inh = inhibitors of Tn7 peptide binding to fibrin DD(E), primary screen, biochemical, fluorescence polarization, human fibrin, Tn7 probe; AID 720508, 2013; inhibition, % at 8.3 µM; Fibrinogen beta chain (Homo sapiens), P02675; hit rate 0.13% among 370,000; FP displacement of FITC-Tn7 peptide from fibrin DD(E); 0% = median of compound wells per plate;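 active = inhibition above the mean of compounds falling within the control limits plus 3 SD of them, cut at about 14% in these data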;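 note: 0% = plate median of compound wells and 100% = 10 µM Aha-Tn7 peptide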
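Also added: labelled Tn7 tracer, 0.1 µM; Assay system: human fibrin DD(E) protein; Amount: 2 µM fibrin DD(E); Schedule: 10 min compound pre-incubation, 3 h probe incubation at room temperature; Repeats: one replicate per compound; Read-out basis: percent inhibition; Measured by: fluorescence polarization of the labelled Tn7 tracer.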
UHRF1 binding = UHRF1 methylated DNA binding inhibitors, primary screen, counter-screen for MBD2 inhibitor project, biochemical, TR-FRET, human UHRF1, single concentration | E3 ubiquitin-protein ligase UHRF1 (Homo sapiens), Q96T88 | UHRF1 binding to methylated oligo | inhibition, % at 4.4 µM | hit rate 0.75% among 370,000 | AID 687016, 2013; in the data active = inhibition above about 21%;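 note: UHRF1 SRA domain binding a hemimethylated CpG hairpin DNA probe; 0% = median of test compound wells and 100% = reference inhibitor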
LEDGF integ inh = blockers of LEDGF/p75-dependent integrase strand transfer – biochemical, TR-FRET, high throughput, primary screen. HIV-1 integrase (with human LEDGF/p75). AID 743269, 2014. TR-FRET IN-LEDGF/p75 DNA integration, Eu/Cy5. hit rate 0.64% among 370,000. inhibition, % at 3.7 µM;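 active = inhibition above the screen-wide mean plus 3 SD, cut at about 13% in these data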;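 note: signal is the Cy5 over europium emission ratio at 671 and 618 nm; 0% = plate median of compound wells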
mABHD4 FP = ABHD4 inhibitors, primary screen, biochemical, fluorescence polarization, mouse; (Lyso)-N-acylphosphatidylethanolamine lipase (Mus musculus), Q8VD66; purified mABHD4, FP-Rh probe fluorescence polarization; inhibition, % at 8.92 µM; hit rate 0.54% among 370,000; AID 720543, 2013;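 active = inhibition exceeding the mean over every tested compound plus 3 SD, cut at about 30% in these data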;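 note: 0% = plate median of compound wells and 100% = S159A mutant with DMSO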
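system = mouse ABHD4 enzyme, wild type | medium = HEPES pH 7.0, NaCl, Pluronic buffer | also added = FP-Rh probe | incubation = Enzyme–compound pre-incubation 45 min, then probe 60 min, both 25 °C | technique = fluorescence polarization, excitation 525 nm, emission 598 nm, BODIPY TMR filters | controls = S159A mutant high control, sample median low control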
TCR-CD3 inh = inhibitors of human TCR-CD3 interaction, primary screen, biochemical, fluorescence, TAMRA-labeled TCR probe. AID 651800, 2012. hit rate 0.37% among 360,000. inhibition, % at 9.4 µM. T-cell receptor (TCR); in the data active = inhibition above about 19%;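 note: recombinant mutant TCR 2C K166C tagged with TAMRA read by polarization; 0% = receptor in buffer alone and 100% = receptor with positive control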
PG9 binder = binders of HIV-1 gp120 antibody PG9, primary screen, biochemical, TR-FRET | hit rate 0.43% among 360,000 | inhibition, % at 6.7 µM | TR-FRET gp120-PG9 antibody binding; in the data active = inhibition above about 8.5%
HTRA1 inhibitor = HTRA1 serine protease inhibitors, primary screen, biochemical, fluorescence polarization, HTS | inhibition, % at 5.96 µM | hit rate 0.5% among 340,000 | recombinant HTRA1, FP-rhodamine activity-based probe | AID 504803, 2011 | Q92743; in the data active = inhibition above about 36%;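 note: 0% = enzyme with DMSO and 100% = wells lacking enzyme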
* marks the source's active call; other numbers are inactive results; x = not tested or not shown. The order is random; 4.2% or so of the library scored in one or more.

SMILES	SIAE primary	PRMT1 inh	TDP2 absorb	DDE Tn7 FP inh	UHRF1 binding	LEDGF integ inh	mABHD4 FP	TCR-CD3 inh	PG9 binder	HTRA1 inhibitor
CCC1Oc2ccccc2N(CC(=O)Nc2ccc3c(c2)OCCO3)C1=O (stereo not given)	3	0	4	-3	-4	1	-7	4	-0.4	0
O=C(Nc1ccccc1O)c1cccc(NC(=O)c2ccco2)c1	4	4	16	-3	0	-4	0	-3	-1.8	-4
COc1ccc(OC)c(NS(=O)(=O)c2ccc(NC(C)=O)cc2)c1	14	0	1	8	-2	-3	3	1	-3.1	1
CC(C)OC(=O)c1cc(C(=O)c2cc(Br)ccc2O)coc1=N	-13	4	-2	9	-1	-4	0	-1	0.5	-13
O=C(NC1CC2CCCC(C1)N2C(=O)Nc1ccc(Cl)c(C(F)(F)F)c1)C1CC1 (stereo not given)	7	-2	3	-2	-3	3	3	-6	1.9	2
COc1ccc2sc(NCc3ccccc3)nc2c1	-2	3	0	1	13	-1	0	1	-1.3	-10
CC1CN(c2ccc([N+](=O)[O-])cc2C#N)CC(C)O1 (stereo not given)	-1	1	-7	6	-2	-5	-3	1	-0.7	1
O=C(NCC1CCCO1)C(=Cc1cccc([N+](=O)[O-])c1)C(=O)NCC1CCCO1 (stereo not given)	-7	7	-18	3	4	-3	-7	-2	-0.8	4
S=c1[nH]nc(-c2ccncc2)n1/N=C/C(Cl)=C\c1ccccc1	5	34*	6	4	-5	1	-11	2	0.0	0
Cc1ccc(CSCC(N)C(=O)O)cc1 (stereo not given)	4	0	17	-5	-2	3	4	-4	-0.5	x
CCOc1ccc(C=O)cc1CN1CCCCC1	1	-2	-2	6	-1	-1	1	1	0.4	1
COc1ccc(N2CCN(C(=O)c3oc4c(c3C)C(=O)CCC4)CC2)cc1	3	0	1	5	1	-5	2	-2	0.1	-4
CC(CC(=O)Nc1ccc2c(c1)c(=O)n(C)n2Cc1ccc(F)cc1)c1ccccc1 (stereo not given)	6	-2	-9	-3	2	-3	4	-8	-1.6	x
CC(OC(=O)CN1C(=O)c2ccccc2C1=O)C(=O)NC1CCCCC1C (stereo not given)	4	-2	3	-1	-2	6	3	-4	1.8	-1
COc1ccc(CCNC(=O)c2oc3ccccc3c2C)cc1	5	0	-4	-2	-2	1	-10	1	-1.1	-21
O=C(c1ccc2oc(CCCc3ccccc3)nc2c1)N1CCCC(CCCO)C1 (stereo not given)	3	-2	15	-7	0	1	-2	-3	-2.3	2
Cc1ccc(CN(C)C(=O)CSc2nnc3n2CCCCC3)c(C)c1	-9	0	-7	-4	1	1	0	-6	-1.6	0
Cc1ccc(-n2c(SCC(=O)Nc3ccc4c(c3)OCCO4)nnc2-c2cccnc2)cc1	3	-1	3	3	-2	1	3	x	x	x
O=C1CC(c2ccccc2)C(=O)N1c1cccc(O)c1 (stereo not given)	3	0	4	2	8	-5	-5	-2	-0.1	-7
CCCCn1c(N)c(N(CC(C)C)C(=O)c2cnccn2)c(=O)[nH]c1=O	1	4	4	-5	0	0	3	-10	1.1	1
COc1ccc(C(=O)[C@H]2[C@H]3C(=O)N(c4ccc(C)cc4)C(=O)[C@H]3C3C=CC=NN32)cc1 (stereo not given in full)	0	-2	6	4	-1	-3	-2	2	-0.6	x
O=C(c1ccccc1)N1CCN(c2ccc([N+](=O)[O-])c(NCC3CCCO3)c2)CC1 (stereo not given)	2	-1	-16	3	-6	-1	-5	4	-0.9	-2
CCCN(CC(=O)Nc1ccccc1OC)C(=O)CCC(=O)c1ccc(F)cc1	-5	1	-8	1	0	0	4	-1	1.4	-9
COC(=O)c1ccc(NC(=O)CCN2C(=O)CSC2=O)cc1	7	-6	-3	-2	-2	2	-2	4	-0.2	5
CCNC(=O)C1(C)CCN1Cc1cc(-c2ccccc2)n(C)n1 (stereo not given)	4	-1	1	-4	0	5	0	4	-0.4	x
CC1CCN(C(=O)c2ccc(N(C)S(C)(=O)=O)cc2)CC1	0	4	2	-4	4	1	-10	-1	1.3	1
COc1ccc(-c2nn(-c3ccccc3)cc2/C=C/C(=O)O)cc1[N+](=O)[O-]	-22	3	-4	-2	-1	-6	-6	-4	-0.4	-14
CON/C=C(\C=Nc1ccc(C(F)(F)F)cc1)c1ncc(C(F)(F)F)cc1Cl	4	-2	4	-11	-2	0	-3	1	0.6	3
O=C(NCc1ccccn1)[C@@H]1CCCN1C(=O)[C@@H]1CCCN1C(=O)c1cccc2ccccc12	-2	10	-4	2	5	1	-7	-6	-2.4	x
COc1ccc(/C=C2\SC(=S)N(CCC(=O)Nc3cccc(C(=O)O)c3)C2=O)cc1	-12	-8	12	10	0	5	-4	7	-0.7	-1

3 entries already listed, sorted by molar mass, rising:
SMILES	SIAE primary	PRMT1 inh	TDP2 absorb	DDE Tn7 FP inh	UHRF1 binding	LEDGF integ inh	mABHD4 FP	TCR-CD3 inh	PG9 binder	HTRA1 inhibitor
CCC1Oc2ccccc2N(CC(=O)Nc2ccc3c(c2)OCCO3)C1=O (stereo not given)	3	0	4	-3	-4	1	-7	4	-0.4	0
CC(C)OC(=O)c1cc(C(=O)c2cc(Br)ccc2O)coc1=N	-13	4	-2	9	-1	-4	0	-1	0.5	-13
COc1ccc(C(=O)[C@H]2[C@H]3C(=O)N(c4ccc(C)cc4)C(=O)[C@H]3C3C=CC=NN32)cc1 (stereo not given in full)	0	-2	6	4	-1	-3	-2	2	-0.6	x

Other results:
SMILES	SIAE primary	PRMT1 inh	TDP2 absorb	DDE Tn7 FP inh	UHRF1 binding	LEDGF integ inh	mABHD4 FP	TCR-CD3 inh	PG9 binder	HTRA1 inhibitor
Cc1cccc(N2CCN(S(=O)(=O)c3cnc[nH]3)CC2)c1C	-2	3	8	11	2	-5	1	1	2.7	-1
COc1ccc(CCNS(=O)(=O)c2ccc(C3CNC(=O)C3)cc2)cc1OC (stereo not given)	-5	0	-2	-5	1	2	4	-4	0.7	-6
CC1CCN(c2ccccc2NC(=O)c2cc([N+](=O)[O-])ccc2N2CCOCC2)CC1	1	-2	7	1	-5	2	6	11	0.4	4
O=C(CCSc1nc(-c2ccco2)cc(C(F)(F)F)n1)NCc1ccccn1	-1	1	0	6	1	1	0	5	-0.8	-1
C=CCNc1ncnc2c1ncn2[C@H]1CN(Cc2ccc3c(c2)OCO3)C[C@@H](CO)O1	-1	2	2	4	-2	2	2	-5	4.1	x
Cc1nnc(SCC(=O)Nc2ccc3c(c2)OCCO3)n1N	4	-1	-5	3	1	3	-3	-5	1.1	1
Cc1ccccc1C(C(=O)NC1CCCC1)N(C(=O)Cc1cccs1)c1ccc2c(c1)OCCO2 (stereo not given)	-6	-2	-3	-9	1	-7	-3	-2	-0.3	-23
O=C(CCCN=C1NS(=O)(=O)c2ccccc21)OCC(=O)c1ccccc1Cl	6	-2	4	-7	3	3	1	-5	0.5	-5
Cc1ccc2nc(SCC(=O)NC3CCCc4ccccc43)[nH]c2c1 (stereo not given)	0	1	-9	0	0	0	-2	-1	-2.2	-17
CC1CCN(CC(=O)Nc2nc(-c3ccccc3)cs2)CC1	-3	-3	14	5	-1	0	1	2	0.8	-12
Cc1cccc(C(=O)Nc2cccc(C(=O)N/N=C/c3ccncc3)c2)c1	-1	-2	2	-5	-7	1	-4	-1	-0.3	-4
CC(Cc1ccccc1)NC(=O)CSc1nc2nc3c(cc2c(=O)n1-c1ccccc1)COC(C)(C)C3 (stereo not given)	1	-1	-1	-1	-2	0	2	2	2.2	6
CC(CN(C)C)CN1c2ccccc2Sc2ccccc21 (stereo not given)	13	0	10	-1	0	-2	8	-7	-3.3	7
CCc1ccc(N2C(=O)C[C@@](C#N)(C(=O)OC)[C@H]2c2ccccc2)cc1	3	-2	0	0	-1	-1	10	x	x	x
Cc1cc(-c2sccc2Br)nc(-n2cccc2)n1	-8	-4	1	1	0	-2	-2	8	11*	8
Cc1cc(C(=O)COC(=O)c2ccc(NC(=O)CC#N)cc2)c(C)n1CC(F)(F)F	-33	5	2	6	2	1	-55	1	-2.5	-28
O=C(CN1C(=O)NC2(CCCC2)C1=O)Nc1ccc(F)cc1	4	-1	13	8	1	-1	4	3	0.8	-1
Cc1nn(Cc2ccccc2)c(C)c1NC(=O)c1cc2nc(-c3ccco3)cc(C(F)(F)F)n2n1	-1	4	-8	5	5	1	1	-3	0.6	-9
COc1ccccc1-c1noc2ncnc(Nc3cccc(C)c3)c12	3	0	-1	11	-2	1	-4	-5	1.0	-32
O=C(OCC(=O)C12CC3CC(CC(C3)C1)C2)c1ccc(O)cc1O	-3	1	8	5	0	1	-17	-6	1.3	-32
Cc1cc(C)n(S(=O)(=O)c2cc(C(=O)O)c(Cl)cc2Cl)n1	2	0	10	8	-2	-2	5	-2	1.1	1
COc1ccc(S(=O)(=O)N2CCC(C(=O)N[C@@H](C)C(=O)NCc3cccc(OC)c3)CC2)cc1	2	6	-6	2	11	0	8	-2	-0.9	-3
COc1ccc(S(=O)(=O)Oc2ccc3cccc(N)c3c2)cc1	15	6	-9	4	-2	-5	4	-3	-3.7	x
O=S1(=O)CCC(NC(=S)Nc2ccc3ccccc3c2)C1 (stereo not given)	15	-5	-4	-9	-2	-1	-1	0	-1.4	0
CCc1ccc(NC(=O)NC(C)c2ccc3c(c2)OCO3)cc1 (stereo not given)	-11	2	-12	8	-2	-2	-9	4	-1.6	-9
Cc1cc(NC(=O)Cn2nc(C(F)(F)F)c3c2CCCC3)no1	-3	-1	-2	-2	1	5	-8	3	-1.7	-17
CCn1c(NC)cc(=O)n(C)c1=O	1	-2	-2	-1	-2	2	0	6	-2.4	1
O=C(O)C1CC=CCC1C(=O)NCCc1ccccc1 (stereo not given)	-3	-1	-3	4	2	0	-12	-8	1.9	0
C=CCN(Cc1cc(OC)ccc1OC)S(=O)(=O)N(C)C	5	-2	-1	-3	1	-1	-7	-2	-0.5	-6
CN(C)C1=NCCN1CCc1ccccc1	-2	-2	-7	1	3	1	7	0	0.7	1
Cc1c(-c2ccccc2)[n+](=O)c2c(n1[O-])CCC2	1	2	-4	-8	2	-2	-3	8	-2.4	3
